Compound activity as filed in PubChem.
RGS8-Gao = human RGS8-Galphao interaction regulation. P09471. multiplexed bead flow cytometry, RGS8-Galphao binding; actives lie on both sides. response (percent of control binding), % at 10 µM. actives 0.34% (n = 220,000); in the data active = response below about 60% or above about 140%; inactive = in between;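 also: Galphao activated as the GDP aluminium fluoride complex binding bead-coupled RGS8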
Bcl-B Bim block = disrupts Bim peptide binding to human Bcl-B | inhibition, % at 10 µM | bead-based flow cytometry | actives 0.073% (n = 190,000) | Q9HD36;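 also: 0% = tracer peptide without compound and 100% = reference inhibitor peptide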
Bfl-1 Bim block = human Bim-Bfl-1 interaction inhibition; Q16548; Bead-based flow cytometry, Bim-Bfl-1 binding inhibition; inhibition, % at 10 µM; actives 0.12% (n = 190,000); AID 1008;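 also: 0% = wells without compound plus tracer and 100% = blocker peptide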
Bcl-XL Bim block = inhibitors of Bim-Bcl-XL interaction, human; Bim peptide-Bcl-XL binding, bead flow cytometry, fluorescence; actives 0.04% (n = 190,000); Q07817; inhibition, % at 10 µM; AID 1007
Bcl-W Bim block = inhibitors of Bim-Bcl-W interaction, human | Q92843 | bead-based flow cytometry, Bim peptide-Bcl-W binding | inhibition, % at 10 µM | actives 0.02% (n = 190,000);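 also: 0% = bound tracer without compound and 100% = peptide blocker; higher means less fluorescent Bim peptide bound to Bcl-W beads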
ABCB1 block = inhibitors of human ABCB1 transporter, ABCG2 counter-screen; inhibition, % at 6.6 µM; CCRF-Adr cells, JC-1 efflux, flow cytometry; P08183; AID 1326; actives 0.067% (n = 190,000); in the data active = inhibition above about 40%;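 also: 0% = vehicle and 100% = reference inhibitor; higher value means more JC-1 retained so stronger ABCB1 efflux block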
Target sequence (P08183 whole entry, looked up): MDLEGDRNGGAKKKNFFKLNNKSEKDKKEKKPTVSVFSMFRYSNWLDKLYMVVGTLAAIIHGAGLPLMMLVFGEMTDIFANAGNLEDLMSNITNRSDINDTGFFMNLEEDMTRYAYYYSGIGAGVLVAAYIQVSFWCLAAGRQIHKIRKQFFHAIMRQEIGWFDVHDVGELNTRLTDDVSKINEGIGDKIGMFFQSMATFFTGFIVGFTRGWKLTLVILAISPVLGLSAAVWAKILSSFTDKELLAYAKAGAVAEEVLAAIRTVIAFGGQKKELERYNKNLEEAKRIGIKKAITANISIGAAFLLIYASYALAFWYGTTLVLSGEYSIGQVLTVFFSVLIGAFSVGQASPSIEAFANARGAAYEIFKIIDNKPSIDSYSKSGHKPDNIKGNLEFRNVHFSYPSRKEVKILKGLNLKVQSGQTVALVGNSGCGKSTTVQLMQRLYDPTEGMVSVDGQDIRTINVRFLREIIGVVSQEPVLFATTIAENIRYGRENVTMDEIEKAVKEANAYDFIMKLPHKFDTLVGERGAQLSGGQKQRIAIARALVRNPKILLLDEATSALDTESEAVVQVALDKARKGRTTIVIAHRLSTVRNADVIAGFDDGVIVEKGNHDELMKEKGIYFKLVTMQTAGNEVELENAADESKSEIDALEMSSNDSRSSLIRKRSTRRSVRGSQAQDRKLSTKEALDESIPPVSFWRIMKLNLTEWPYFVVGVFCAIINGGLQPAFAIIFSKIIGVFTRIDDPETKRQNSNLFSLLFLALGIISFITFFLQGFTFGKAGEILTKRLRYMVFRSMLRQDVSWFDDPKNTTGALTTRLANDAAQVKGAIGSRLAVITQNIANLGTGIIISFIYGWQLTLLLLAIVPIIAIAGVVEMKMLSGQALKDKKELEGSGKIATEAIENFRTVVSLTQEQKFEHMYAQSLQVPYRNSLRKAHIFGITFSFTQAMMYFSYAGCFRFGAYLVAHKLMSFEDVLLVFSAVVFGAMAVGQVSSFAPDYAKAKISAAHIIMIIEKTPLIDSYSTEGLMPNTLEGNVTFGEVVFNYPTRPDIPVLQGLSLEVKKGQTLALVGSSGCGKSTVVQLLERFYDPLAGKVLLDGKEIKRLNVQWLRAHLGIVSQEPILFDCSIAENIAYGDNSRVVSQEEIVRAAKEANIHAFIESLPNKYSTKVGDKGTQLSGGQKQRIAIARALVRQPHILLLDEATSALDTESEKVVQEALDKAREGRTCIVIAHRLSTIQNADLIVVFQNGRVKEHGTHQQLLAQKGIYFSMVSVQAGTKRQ
GSH fluor = compound fluoresces at 488/530 nm on GSH beads | actives 0.25% (n = 190,000) | fluorescence (KMESF) at 10 µM | GSH beads flow cytometry, compound fluorescence 488/530 nm; stronger effect = higher value; in the data active = fluorescence above about 89;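 also: glutathione beads carrying GST-tagged Bcl family fusion proteins plus one bare bead set; values are compound well signal with DMSO vehicle wells as background; inactives centre near 16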
ABCG2 inh = blocks JC-1 efflux by human ABCG2 transporter; IgMXP3 cells, flow cytometry; Q9UNQ0; actives 0.1% (n = 190,000); inhibition, % at 6.6 µM;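 active = inhibition above 80%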;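 also: 0% = DMSO and 100% = nicardipine control wells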
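material = IgMXP3 (ABCG2) plus far-red-tagged CCRF-Adr (ABCB1) cells | amount = 3 million cells/mL, equal mix of both lines | also added = JC-1 transporter substrate | dosing = one concentration, 6.6 µM final | schedule = 10 min at 25 °C | measured by = flow cytometric JC-1 green MFI at 530 nm | read-out basis = percent efflux inhibition, scaled nicardipine 100% to DMSO 0%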
RGS4-Gao reg = human RGS4-Galphao interaction regulation | P09471 | Multiplexed bead flow cytometry, RGS4-Galphao binding; actives lie on both sides | binding response (% of control), % at 10 µM | actives 0.33% (n = 220,000) | AID 1415; in the data active = binding response below about 49% or above about 150%; inactive = in between;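 also: fluorescent Galphao activated with aluminum fluoride binding bead-coupled RGS4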
Bim-Bcl-2 = human Bim-Bcl-2 interaction inhibition | P10415 | Bead-based flow cytometry, Bim peptide-Bcl-2 binding | inhibition, % at 10 µM | actives 0.06% (n = 190,000); in the data active = inhibition above about 40%; inconclusive = no clear call, values can overlap the other calls;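 also: 0% = no compound wells with probe peptide and 100% = reference peptide inhibitor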
RGS7-Gao = regulators of human RGS7-Galphao interaction; P09471; Multiplexed bead flow cytometry, RGS7-Galphao binding; actives lie on both sides; binding response (% of control), % at 10 µM; actives 0.35% (n = 220,000); in the data active = binding response below about 49% or above about 150%; inconclusive = no clear call, values can overlap the other calls; inactive = in between;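 also: fluorescent Galphao held in activated GDP-AlF4 state binding bead-coupled RGS7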
Numbers without * were called inactive; ? = inconclusive. Rule as the data show it, unless noted: active = inhibition above about 40%. Rows are unselected; any-hit rate near 1.1%.

SMILES	RGS8-Gao	Bcl-B Bim block	Bfl-1 Bim block	Bcl-XL Bim block	Bcl-W Bim block	ABCB1 block	GSH fluor	ABCG2 inh	RGS4-Gao reg	Bim-Bcl-2	RGS7-Gao
O=C(COC(=O)c1ccc(Cl)nc1)NCc1cccs1	107	1	2	-1	-2	0.1	24	1	112	0	110
Cc1sc2nc(CSc3nc4ccccc4s3)[nH]c(=O)c2c1C	97	0	5	3	-1	-0.8	14	-6	106	0	?
C/C(CC(=O)Nc1cc(Cl)ccc1Cl)=N\NC(N)=S	102	-9	-15	-6	-3	-0.9	26	-1	100	-8	101
COc1cc(/C=N/n2cnnc2)ccc1OC(=O)c1ccco1	101	-2	-4	0	0	1.7	15	20	99	1	99
COc1ccc2nc3sc(C(=O)NCc4cccs4)c(N)c3cc2c1	101	-3	-2	-3	-4	0.3	13	2	103	-6	100
N=c1n(CCN2CCOCC2)c2ccccc2n1Cc1ccccc1Br	102	-5	-10	-5	1	0.2	12	2	103	-6	101
O=c1[nH]c2cc3c(cc2cc1CN(CC1CCCO1)S(=O)(=O)c1ccccc1)OCCO3 (stereo not drawn)	102	-9	-11	-6	-4	1.4	24	11	100	-14	100
O=C(NN1C(=O)c2ccccc2C1=O)c1ccncc1	105	-4	-4	-2	-1	1.4	14	11	106	-2	?
COc1ccccc1OCCCC(=O)NC(C)c1ccccc1 (stereo not drawn)	98	0	2	0	-2	0.2	23	5	96	-4	92
CCC(C(=O)O/N=C(\N)c1ccc(Cl)cc1)c1ccccc1 (stereo not drawn)	100	-6	-17	-1	0	-0.5	24	13	102	-9	99
CCOc1ccc(C2=NNC(c3cccnc3)=Nc3ccc(OC)cc32)cc1	101	-2	0	0	0	0.4	24	2	97	0	96
Cn1c(=O)n(CCCOc2ccc(Br)cc2)c2ccccc21	111	-7	-3	-6	1	-0.1	40	12	100	-6	101
CCCN1Cc2cccc(C(=O)NCc3ccc4c(c3)OCO4)c2C1=O	101	-9	-10	-18	2	-0.5	51	13	102	-6	99
COc1ccc(NS(=O)(=O)c2ccc(N3CCCC3=O)cc2)cn1	105	-1	2	-1	2	-0.6	12	-3	107	1	110
Cc1ccc(-c2csc3nc[nH]c(=O)c23)cc1	101	0	-2	-3	0	-0.1	19	0	102	0	93
CN(C)CCN1C(=O)C(O)=C(C(=O)c2ccco2)C1c1ccccc1F (stereo not drawn)	97	-7	-11	-4	-1	0.4	31	3	96	-7	99
CCOC(=O)c1[nH]c(C)c(C(=O)NCc2cccnc2)c1C	98	2	0	1	3	-0.2	24	0	102	-3	101
O=C(c1ccc([N+](=O)[O-])cc1)n1nc(-c2ccccc2)nc1NCc1ccccc1	92	-1	-1	-3	0	0.6	24	9	93	-5	97
COc1ccc(-c2nnn(CC(=O)N(c3cccc(O)c3)C(C)C(=O)NC3CCCC3)n2)cc1OC (stereo not drawn)	100	2	-7	-2	0	0.1	18	2	99	-1	92
CCc1nnc(NC(=O)C2CCCN2C(=O)NC2CCCCC2)s1 (stereo not drawn)	100	-7	-14	-7	-2	-0.2	262*	-1	102	-7	102

Some of these compounds in order of formula weight, smallest number first.
SMILES	RGS8-Gao	Bcl-B Bim block	Bfl-1 Bim block	Bcl-XL Bim block	Bcl-W Bim block	ABCB1 block	GSH fluor	ABCG2 inh	RGS4-Gao reg	Bim-Bcl-2	RGS7-Gao
Cc1ccc(-c2csc3nc[nH]c(=O)c23)cc1	101	0	-2	-3	0	-0.1	19	0	102	0	93
O=C(NN1C(=O)c2ccccc2C1=O)c1ccncc1	105	-4	-4	-2	-1	1.4	14	11	106	-2	?
CCOC(=O)c1[nH]c(C)c(C(=O)NCc2cccnc2)c1C	98	2	0	1	3	-0.2	24	0	102	-3	101
O=C(COC(=O)c1ccc(Cl)nc1)NCc1cccs1	107	1	2	-1	-2	0.1	24	1	112	0	110
COc1cc(/C=N/n2cnnc2)ccc1OC(=O)c1ccco1	101	-2	-4	0	0	1.7	15	20	99	1	99
COc1ccccc1OCCCC(=O)NC(C)c1ccccc1 (stereo not drawn)	98	0	2	0	-2	0.2	23	5	96	-4	92
C/C(CC(=O)Nc1cc(Cl)ccc1Cl)=N\NC(N)=S	102	-9	-15	-6	-3	-0.9	26	-1	100	-8	101
CCc1nnc(NC(=O)C2CCCN2C(=O)NC2CCCCC2)s1 (stereo not drawn)	100	-7	-14	-7	-2	-0.2	262*	-1	102	-7	102
CCCN1Cc2cccc(C(=O)NCc3ccc4c(c3)OCO4)c2C1=O	101	-9	-10	-18	2	-0.5	51	13	102	-6	99
CN(C)CCN1C(=O)C(O)=C(C(=O)c2ccco2)C1c1ccccc1F (stereo not drawn)	97	-7	-11	-4	-1	0.4	31	3	96	-7	99
Cn1c(=O)n(CCCOc2ccc(Br)cc2)c2ccccc21	111	-7	-3	-6	1	-0.1	40	12	100	-6	101
COc1ccc2nc3sc(C(=O)NCc4cccs4)c(N)c3cc2c1	101	-3	-2	-3	-4	0.3	13	2	103	-6	100
CCOc1ccc(C2=NNC(c3cccnc3)=Nc3ccc(OC)cc32)cc1	101	-2	0	0	0	0.4	24	2	97	0	96
O=c1[nH]c2cc3c(cc2cc1CN(CC1CCCO1)S(=O)(=O)c1ccccc1)OCCO3 (stereo not drawn)	102	-9	-11	-6	-4	1.4	24	11	100	-14	100
COc1ccc(-c2nnn(CC(=O)N(c3cccc(O)c3)C(C)C(=O)NC3CCCC3)n2)cc1OC (stereo not drawn)	100	2	-7	-2	0	0.1	18	2	99	-1	92

(cont.)
SMILES	RGS8-Gao	Bcl-B Bim block	Bfl-1 Bim block	Bcl-XL Bim block	Bcl-W Bim block	ABCB1 block	GSH fluor	ABCG2 inh	RGS4-Gao reg	Bim-Bcl-2	RGS7-Gao
COC(=O)[C@@H](NC(=O)Nc1ccc(S(N)(=O)=O)cc1)C(C)C	99	-2	3	1	-1	0.9	23	12	103	0	105
COC(=O)c1ccc(NC(=O)Nc2ccc(OC)c(OC)c2)cc1	101	-3	-5	-2	-1	-0.2	23	0	98	-1	98
CC(NC(=O)C(=S)N1CCN(C)CC1)c1ccccc1 (stereo not drawn)	102	-3	-3	-3	-1	0.6	17	4	99	0	?
CN(CC(=O)Nc1ccc(OC(F)(F)F)cc1)C1CCCCC1	107	-5	-8	0	0	0.3	15	1	103	-2	103
CCN1CCN(C(=O)c2cc3c(=O)oc4ccc(C)cc4c3s2)CC1	106	-2	-3	-1	0	1.9	19	6	109	-4	111
CN(C)S(=O)(=O)c1ccc(NC(=O)C2COc3ccccc3O2)cc1 (stereo not drawn)	101	-3	-3	-8	-3	0.3	16	4	100	0	99
O=C1c2ccsc2SCCN1Cc1ccccc1	99	-7	-3	-5	0	1.2	20	2	104	0	102
O=C(O)c1ccc(N/N=C/c2ccc3c(c2)OCO3)cc1	100	-2	-6	0	0	-0.4	11	1	99	1	95
COc1cc(C2CC(=O)N3CN(c4ccccc4C)CSC3=C2C#N)cc(OC)c1OC (stereo not drawn)	89	-42	15	-9	-4	-0.3	19	-1	96	0	100
COc1ccc(S(=O)(=O)CCc2nnc(NC(C)=O)s2)cc1	95	-1	0	-1	4	1.6	25	7	88	4	?
Cc1ccc2nc3sc(C(=O)N4CCCc5ccccc54)c(N)c3cc2c1	101	-6	-7	5	4	2.4	34	4	99	-2	104
COc1ccc(/C=N/N=C/c2ccc(OC)c(OC)c2)cc1OC	98	-6	-11	-2	0	0.1	40	1	108	-7	103
CC(=O)c1ccc(Sc2ccc(C(C)=O)cc2)cc1	100	-4	1	-5	-5	0.3	13	6	99	-5	96
COCCC(=O)N1CCCC(C(=O)c2ccc3c4c(cccc24)CC3)C1 (stereo not drawn)	98	-9	-7	-6	-3	0.3	13	1	92	-2	91
CCOC(=O)c1cc(-c2ccc(C)cc2)n(CCC(=O)NCCCOC)c1C	107	-4	-8	-8	-2	0.2	35	1	111	-7	105
Nc1nc(SCC(=O)Nc2cc(C(F)(F)F)ccc2N2CCOCC2)n[nH]1	18*	-7	-7	-4	-5	0.2	15	1	29*	-5	24*
CC1CC(C)CN(C(=O)c2cc3c(s2)CCC3)C1 (stereo not drawn)	101	0	0	1	2	0.7	11	4	102	0	102
O=C(O)CNS(=O)(=O)c1ccc(-c2ccccc2)cc1	102	-5	-11	-3	-2	0.4	27	0	101	-8	100
CN(CC(=O)Nc1nc2ccc(F)cc2s1)S(=O)(=O)c1ccc(Cl)cc1	101	-1	-10	-8	3	-0.2	7	0	100	-2	99
CCN(CC)C(=O)C1CCCN(Cc2cccc(F)c2)C1 (stereo not drawn)	97	-3	-1	-1	-4	0.6	9	2	92	-1	98
Cc1nc2nc3c(c(=O)n2[nH]1)CCC3	92	-10	-11	-13	1	0.0	49	2	92	-9	93
Cc1cccc(NC(=O)Nc2ccc3c(c2)OCO3)n1	102	-3	0	-1	-2	1.6	12	8	98	0	100
CC(C)NC(=O)CC(=O)N/N=C\c1ccccc1C(=O)O	100	0	-1	2	3	0.4	21	3	99	0	102
C/C(=N/NC(=O)c1ccc2c(c1)OCO2)c1cccc(NC(=O)C(C)(C)C)c1	100	-8	-18	-5	-3	0.4	35	25	99	-9	99
O=C(NS(=O)(=O)c1ccc2c(c1)OCCO2)c1ccccc1	99	-10	-11	-2	0	0.9	27	4	96	-9	95
NC(N)=N/N=C/c1cccc(Cl)c1Cl	107	-3	-9	0	0	1.0	16	0	107	-4	106
Cc1nonc1OC(C)CNc1ccc([N+](=O)[O-])cc1 (stereo not drawn)	98	1	-1	-2	-1	1.6	23	16	92	0	102
Cc1c(Cl)cccc1N1C(=O)CC(N(O)c2ccccc2)C1=O (stereo not drawn)	94	-1	-1	-4	-2	0.4	19	1	97	-4	103
Cc1ccccc1-n1nc(C)c2cc(C(=O)N3CCOCC3)sc21	99	-3	-2	-4	-2	1.2	20	5	101	-3	101
CC(=O)Nc1nc(C)cs1	102	-4	-4	1	1	0.9	15	7	98	-3	?
CCc1ccc(NC(=S)NC(=O)CC(C)C)cc1	106	-10	-6	-3	-1	-0.9	16	-6	105	-9	102
COc1ccc(N2CCN(Cc3nc4ccccc4c(=O)[nH]3)CC2)cc1	101	-5	-9	-4	0	0.1	29	0	100	-1	102
COc1cc2c(cc1OC)CN(CC(=O)Nc1ccc(S(=O)(=O)N(C)C)cc1)CC2	102	-3	-3	1	1	-0.3	13	-3	102	-1	?
Cc1ccc(S(=O)(=O)C(C#N)c2nc3ccccc3nc2N2CCCC2)cc1 (stereo not drawn)	97	-4	1	-2	0	-0.1	32	-2	94	-2	102
COc1ccc(NC(C)C(=O)N/N=C/c2ccccc2OCc2cccc(Br)c2)cc1 (stereo not drawn)	101	-3	-1	-3	-5	0.4	7	0	105	-1	104

Printed as active in RGS7-Gao (from the list above):
SMILES | RGS8-Gao | Bcl-B Bim block | Bfl-1 Bim block | Bcl-XL Bim block | Bcl-W Bim block | GSH fluor | ABCG2 inh | RGS4-Gao reg | Bim-Bcl-2 | RGS7-Gao
Nc1nc(SCC(=O)Nc2cc(C(F)(F)F)ccc2N2CCOCC2)n[nH]1 | 18* | -7 | -7 | -4 | -5 | 15 | 1 | 29* | -5 | 24*
